PGK inhibitor: blocks T. brucei phosphoglycerate kinase; P07378; PGK/GAPDH coupled, Kinase-Glo luminescence, 60 min; Potency, µM (series often up to 57.5 µM), for inactives: at the top dose activity change, negative = inhibition, most hits filed as inhibitors; 380,000 tested, 0.043% active; also: potency is read from the fitted curve at half-maximal effect; % is scaled to controls: 0 for no effect and ±100 for the full control effect; nearly all actives have a fitted effect of over 60% in size
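Luminescent ATP detection (Kinase-Glo Plus) follows a 60-minute room-temperature incubation, with wells lacking PGK as controls. Buffer: 100 mM TEA (pH 7.6), 5 mM MgCl2, 0.01% Tween-20. Coupling enzyme GAPDH (100 nM final) supplies unstable 1,3-BPG in-well.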
APE1 inh: inhibitors of human APE1 endonuclease. P27695. recombinant APE1, TAMRA/BHQ-2 abasic DNA cleavage fluorescence. Potency, µM (series often up to 65.8 µM), for inactives: at the highest dose activity change, negative = inhibition, hits mostly inhibitors. 350,000 tested, 0.35% active. AID 2517;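 also: potency is read from the fitted curve at half-maximal effect; plate controls were vehicle for no effect and reference inhibitor for full effect; nearly all actives have a fitted effect of over 55% in size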
Target sequence (P27695 whole entry, looked up): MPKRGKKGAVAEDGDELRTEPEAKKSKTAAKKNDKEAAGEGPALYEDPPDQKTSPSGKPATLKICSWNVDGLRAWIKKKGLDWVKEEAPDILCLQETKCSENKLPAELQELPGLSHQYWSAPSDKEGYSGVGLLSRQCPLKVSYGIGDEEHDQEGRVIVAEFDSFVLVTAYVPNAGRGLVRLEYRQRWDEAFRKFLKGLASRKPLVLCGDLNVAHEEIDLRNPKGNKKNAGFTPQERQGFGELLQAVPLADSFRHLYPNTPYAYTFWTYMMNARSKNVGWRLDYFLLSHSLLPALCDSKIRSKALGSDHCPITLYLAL
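APE1 at 0.75 nM preincubated 15 min at room temperature with compound. Reaction then started with 50 nM double-stranded THF-abasic substrate labelled with TAMRA/BHQ-2, and 525/598 nm fluorescence read kinetically. Activity taken as third-minus-first read difference, normalized to DMSO and NSC13755 controls.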
RXFP1 antag: RXFP1 (human) relaxin receptor antagonism; Q9HBX9; AID 1259400; 350,000 tested, 0.59% active; activity change, negative = inhibition, % at 57.5 µM; HEK293-RXFP1, relaxin-stimulated cAMP HTRF, 30 min; stronger effect = lower value;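 active = activity change of -60% or lower, but not beyond a set lower limit; inconclusive = change between -60% and -40%, or beyond the set limit; inactive = change above -40%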; also: % is scaled to controls: 0 for no effect and ±100 for the full control effect
POLH inh: DNA polymerase eta (human) inhibition | recombinant Pol eta, fluorescent DNA replication assay | Potency, µM (series often up to 114 µM), for inactives: at the top dose activity change, negative = inhibition, hits mostly inhibitors | 390,000 tested, 1.2% active | AID 588591; also: potency is read from the fitted curve at half-maximal effect; % is scaled to controls: 0 for no effect and ±100 for the full control effect
Target sequence (Q9Y253 whole entry, looked up): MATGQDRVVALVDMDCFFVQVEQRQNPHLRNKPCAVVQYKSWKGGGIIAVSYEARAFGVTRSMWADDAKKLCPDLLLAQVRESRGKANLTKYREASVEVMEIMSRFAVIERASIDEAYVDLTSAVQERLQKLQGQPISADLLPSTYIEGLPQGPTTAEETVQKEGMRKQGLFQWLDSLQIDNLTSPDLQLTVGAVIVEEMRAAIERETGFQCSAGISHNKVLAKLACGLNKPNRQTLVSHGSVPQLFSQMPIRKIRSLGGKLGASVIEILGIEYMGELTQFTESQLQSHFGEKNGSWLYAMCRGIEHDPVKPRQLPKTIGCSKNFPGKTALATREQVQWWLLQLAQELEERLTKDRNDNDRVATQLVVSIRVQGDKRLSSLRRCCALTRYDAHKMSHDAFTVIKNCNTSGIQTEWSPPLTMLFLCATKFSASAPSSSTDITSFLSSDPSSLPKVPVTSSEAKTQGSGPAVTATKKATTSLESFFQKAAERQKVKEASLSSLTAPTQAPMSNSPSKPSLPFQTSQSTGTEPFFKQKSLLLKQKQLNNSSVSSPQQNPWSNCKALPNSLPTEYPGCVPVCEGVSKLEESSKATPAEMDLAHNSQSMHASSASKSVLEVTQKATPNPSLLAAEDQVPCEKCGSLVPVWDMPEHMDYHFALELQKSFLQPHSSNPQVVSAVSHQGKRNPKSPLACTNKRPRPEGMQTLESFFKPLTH
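Pol eta at 10 nM preincubated with compounds 15 min at room temperature; reaction started with fluorescent substrate (50 nM final) and read kinetically at 0 and 10 min.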
Anesthetic bind: candidate novel general anesthetic via apoferritin binding | P02791 | apoferritin/1-aminoanthracene competitive binding, fluorescence | Potency, µM (top dose mostly 77.5 µM), without a hit: at the highest dose activity change, negative = displacement, actives largely listed as inhibitors | 350,000 tested, 0.074% active; also: potency is read from the fitted curve at half-maximal effect; % is scaled to controls: 0 for no effect and ±100 for the full control effect; nearly all actives have a fitted effect of over 20% in size
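Probe: 1-aminoanthracene (50% saturated, PBS). Protein: horse-spleen apoferritin, 10 uM. Incubation: 10 min, room temperature. Detection: 380 nm excitation, 535 nm emission. Analysis: normalized response, four-parameter Hill.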
BLM inh: blocks DNA unwinding by human BLM helicase; P54132; recombinant BLM DNA unwinding, fluorescence dequenching; Potency, µM (titrated, usually from 56.1 µM), for inactives: top-dose activity change, negative = inhibition, actives largely listed as inhibitors; 350,000 tested, 0.2% active;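 also: potency is read from the fitted curve at half-maximal effect; plate controls were vehicle for no effect and no enzyme for full effect; nearly all actives have a fitted effect of over 35% in size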
Pol iota inh: inhibitors of human DNA polymerase iota; AID 588590; Pol iota fluorescent replication assay, 10 min; Potency, µM (highest dose often 115 µM), inactives show top-dose activity, negative = inhibition, actives largely listed as inhibitors; 390,000 tested, 1% active; also: potency is read from the fitted curve at half-maximal effect
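Pol iota at 10 nM preincubated 15 min with compounds at room temperature; reaction started with fluorescent substrate, 50 nM final. Fluorescence read kinetically at 0 and 10 min; buffer-only wells as negative control.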
POLK inh: DNA polymerase kappa (human) inhibition. Q9UBT6. purified Pol kappa, fluorescent DNA synthesis assay, 10 min. Potency, µM (titrated, usually from 107 µM), for the others: at the highest dose activity, negative = inhibition, usual class: inhibitors. 400,000 tested, 0.53% active. AID 588579; also: potency is read from the fitted curve at half-maximal effect; % is scaled to controls: 0 for no effect and ±100 for the full control effect
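Readout: fluorescence, taken kinetically at 0 and 10 min. Conditions: 10 nM Pol kappa, 15 min RT compound preincubation, 50 nM substrate final. Controls: enzyme-free buffer wells.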
POLB inh: blocks human DNA polymerase beta activity. P06746. Pol beta primer extension/strand displacement, fluorescence kinetic. Potency, µM (doses to about 114 µM), without a hit: at the top dose activity change, negative = inhibition, most hits filed as inhibitors. 340,000 tested, 1.3% active; also: potency is read from the fitted curve at half-maximal effect; % is scaled to controls: 0 for no effect and ±100 for the full control effect
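Curves were derived by four-parameter Hill fits of normalized qHTS data. The kinetic fluorescent primer-extension read was taken at 0 and 10 min after 50 nM substrate, following a 15 min room-temperature preincubation of 10 nM enzyme with compounds.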
The depositor's hits bear a star; i = inactive; ? = inconclusive; · = no result given; & = joins results of further samples; [ ] = remark or other dose. Unless noted, calls follow the shape of the dose curve; as a rule, active = well fitted curve in the direction sought with a large enough effect; inconclusive = small, poorly fitted or top-dose-only effect, or another doubt; inactive = no such curve, though single readings can be large; an effect the other way counts as inactive or inconclusive. This is a subset; rates above refer to the full screens.

Results follow in this order: PGK inhibitor	APE1 inh	RXFP1 antag	POLH inh	Anesthetic bind	BLM inh	Pol iota inh	POLK inh	POLB inh
1) O=c1c2[nH]c3ccccc3c2ncn1C1CCCCC1
→ 2.2%	13.5%	-0.6	10.4%	-6.6%	-0.3%	3.9%	-1.3%	10.2%
2) Cc1cc(-n2c(C)cc(C(=O)CN3C(=O)C(=O)N(C)C3=O)c2C)no1
→ 6.1%	5.2%	8.6	1.5%	·	·	-20.5%	-3.2%	·
3) CC(C)NC(=O)NC(=O)COC(=O)c1ccc(S(=O)(=O)Nc2ccccc2)cc1
→ -1.1%	-2.4%	-1.4	-19.1%	-18.1%	-5.6%	-12.4%	-5.9%	39.3%[activator]
4) O=C(O)c1cn(-c2ccccc2)nc1C(=O)O
→ 3.3%	2.4%	-7.0	-15.7%	-1.9%	6.6%	0.2%	-12.0%	20.8%
5) O=C(Nc1noc2ccccc12)c1cccc(Cl)c1Cl
→ ·	·	-2.7	·	4.8%	-4.3%	34.9%[activator]	19.4%	-7.3%
6) COc1ccc(C(=O)NNC(=O)CSc2nc3c(c(=O)n(C)c(=O)n3C)n2C)cc1
→ 1.6%	4.2%	5.6	-22.3%	-5.9%	-4.8%	121.2%[activator]	-5.4%	-18.3%
7) O=C(N/N=C/c1ccc[nH]1)c1ccncc1
→ -2.1%	1.6%	6.4	9.0%	-7.5%	-4.3%	4.4%	-0.7%	-0.1%
8) CNC(=O)CO/N=C/c1ccc(N(C)C)cc1
→ 10.0%	-0.9%	-13.5	-16.5%	-13.1%	-0.9%	4.6%	-13.8%	19.4%
9) CCOc1ccc(OCC)c(NC(=O)CSc2nc3c(c(=O)n(C)c(=O)n3C)n2CC)c1
→ 0.4%	0.2%	11.9	-16.2%	-10.5%	1.6%	38.4%[activator]	1.2%	-15.8%
10) Oc1cc2c(cc1O)[C@@H](c1ccccc1)CNCC2
→ -4.1%	19.9%	·	-15.8%	-8.8%	-7.6%	-5.0%	5.5%	5.2%
11) O=C(NNC(=S)Nc1ccc(Cl)c(Cl)c1)c1ccccn1
→ -7.8%	5.9%	13.5	-3.1%	-4.2%	0.6%	-0.3%	-1.1%	-8.9%
12) CCN(CC)C(=O)c1ccc2c(c1)N(Cc1c(F)cccc1Cl)C(=O)c1ccccc1S2
→ i	·	·	-17.6%	26.4%	-7.2%	18.8%	-1.7%	3.9%
13) O=C(N/N=C/c1cccs1)c1c[nH]c2ccccc12
→ -2.5%	2.0%	0.0	-9.4%	-8.6%	-7.4%	16.7%	-12.1%	?
14) COc1ccc(Cl)cc1NC(=O)Cn1c(NCCO)nc2ccccc21
→ i	-2.9%	-11.7	0.2%	-3.7%	2.5%	128.7%[activator]	-0.7%	3.0%
15) O=C1[C@@H]2[C@H](C(=O)N1O)[C@H]1C=C[C@@H]2C1
→ -8.6%	?	2.6	5.6%	-0.3%	0.3%	1.8%	-16.5%	-25.5%

(cont.)
Results follow in this order: PGK inhibitor	APE1 inh	RXFP1 antag	POLH inh	Anesthetic bind	BLM inh	Pol iota inh	POLK inh	POLB inh
16) Cc1ccc(OC(=O)CCC(=O)OCCCC(F)(F)C(F)(F)F)cc1
→ -4.5%	-0.2%	3.5	-7.6%	-12.7%	-9.2%	18.3%	-16.9%	-28.5%
17) N#CCCC1CCCC=C1N(Cc1ccccc1)C(=O)C(Cl)Cl (stereo not drawn)
→ i	-2.6%	?	-11.1%	-6.7%	-1.4%	33.0%[activator]	4.3%	?
18) O=C(NNS(=O)(=O)c1ccc([N+](=O)[O-])cc1)c1ccc2ccccc2c1O
→ -12.8%	3.4%	-6.3	-9.6%	-19.1%	-1.9%	25.8%	-5.2%	-3.6%
19) O=C1NC2(CCCCC2)NN1c1ccccc1
→ -4.7%	5.5%	10.1	5.7%	-14.1%	3.2%	1.4%	-19.5%	22.7%
20) Cc1ccc2nc(Nc3ccc(F)cc3)c3nncn3c2c1
→ -2.5%	-13.7%	-11.0	-17.2%	-5.6%	-14.9%	5.8%	3.4%	31.6µM*
21) Cc1ccc(-c2nsc(NC(=O)c3oc4cc(C)c(Cl)cc4c3C)n2)cc1
→ i	·	-11.6	-5.2%	1.6%	-1.2%	24.1%	-1.1%	4.3%
22) COc1ccc(NC(=O)Cn2c(=O)oc3cc(Cl)ccc32)c(OC)c1
→ -0.6%	-4.1%	-4.5&-16.7	-4.1%&-3.2%	5.9%&-10.2%	-3.1%&-1.5%	16.5%&16.5%	8.0%	15.3%&-3.0%
23) Cc1ccc2c(c1)N(CCC(=O)NCC1CCCO1)C(=O)CO2 (stereo not drawn)
→ -1.1%	24.6%	5.0	-13.1%	-7.2%	0.1%	6.7%	-10.8%	2.1%
24) CCc1ccc(NC(=O)CSCCN2C(=O)c3ccccc3C2=O)cc1
→ -6.5%	-8.7%	-10.0	-10.9%	?	-4.6%	11.6%	-4.8%	1.9%
25) Cc1ccc(Cn2cc(S(=O)(=O)c3cccc(C)c3)c(=O)c3cc(F)c(N4CCOCC4)cc32)cc1
→ i	·	-15.8	5.1%	-18.2%	-6.9%	11.8%	-10.1%	-0.9%
26) Cc1ccnc(NS(=O)(=O)c2ccc(NC(=O)CC(C)c3ccccc3)cc2)n1 (stereo not drawn)
→ 2.0%	16.9%	-4.9	-23.7%	-4.4%	-3.3%	16.0%	-9.7%	26.5%
27) O=C(Nc1ccc(N2CCCC2)c(Cl)c1)c1ccc([N+](=O)[O-])cc1
→ -1.7%	-3.3%	-8.1	-5.3%	-6.4%	-3.5%	-13.2%	1.3%[60.1 µM]	10.5%
28) COCCN(C(=O)c1sc2ccccc2c1Cl)c1c(N)n(CC(C)C)c(=O)[nH]c1=O
→ 7.0%	-0.7%	6.3	-1.7%	·	·	16.0%	-13.1%	·
29) COc1ccc(N2CCN(c3nc4c(c(=O)[nH]c(=O)n4C)n3Cc3cccc(C)c3)CC2)cc1
→ -6.3%	2.7%	-7.0	-19.9%	0.2%	4.4%	27.8%	-8.3%	14.8%
30) O=C(O)Cc1ccc(NC(=O)Cc2ccc3ccccc3c2)cc1
→ 17.9%	3.4%	-3.2	-11.9%	-5.1%	-0.8%	8.9%	-2.2%	93.0%

Whole records from above. Screens in order: PGK inhibitor | APE1 inh | RXFP1 antag | POLH inh | Anesthetic bind | BLM inh | Pol iota inh | POLK inh | POLB inh
`O=C1NC2(CCCCC2)NN1c1ccccc1` is entered as -4.7% | 5.5% | 10.1 | 5.7% | -14.1% | 3.2% | 1.4% | -19.5% | 22.7%
`O=C(O)Cc1ccc(NC(=O)Cc2ccc3ccccc3c2)cc1` is entered as 17.9% | 3.4% | -3.2 | -11.9% | -5.1% | -0.8% | 8.9% | -2.2% | 93.0%

The listing continues.
Results follow in this order: PGK inhibitor	APE1 inh	RXFP1 antag	POLH inh	Anesthetic bind	BLM inh	Pol iota inh	POLK inh	POLB inh
31) COCCOc1ccc(C(F)(F)F)cc1NC(=O)COC(=O)C12CC3CC(CC(O)(C3)C1)C2
→ i	29.4%	-10.9	-14.8%	-18.9%	-2.7%	24.0%	-22.1%	-25.0%
32) O=C(NS(=O)(=O)Oc1cccc(Cl)c1Cl)OC[C@@H]1CCCN2CCCCC12 (stereo partly drawn)
→ ·	-0.9%	-7.3	-13.4%	4.5%	6.7%	4.8%	-3.6%	30.8%
33) COc1ccc(OC)c(NC(=O)CSc2nc3ccccc3cc2Cc2ccccc2)c1
→ i	15.1%	-5.4	-13.0%	4.7%	-7.4%	?	-6.6%	-0.8%
34) Cc1ccc(S(=O)(=O)N2CCCCCC2)cc1[N+](=O)[O-]
→ -4.1%	3.0%	13.4	-11.1%	?	-1.2%	-14.4%	-9.2%	0.2%
35) COc1ccc(CCNC(=O)CCS(=O)(=O)c2cccc3nsnc23)cc1OC
→ -12.7%	4.9%	-11.0	-8.5%	1.9%	2.0%	14.5%	-2.8%	-6.7%
36) c1ccc(CNc2nc3ccccc3c3nc(-c4ccccc4)nn23)cc1
→ -5.9%	·	·	-24.5%	1.1%	-4.0%	27.7%	-6.7%	2.4%
37) COc1ccc(S(=O)(=O)NCC(=O)NC2CC2)cc1OC
→ -0.5%	17.5%	1.9	6.1%	-1.7%	-0.9%	1.7%	-8.2%	37.8%
38) O=C(Nc1ccc2oc(-c3cccc4c(Br)cccc34)nc2c1)c1cccc(Cl)c1
→ i	·	-6.5	-15.6%	0.7%	-1.4%	35.7%[activator]	4.7%	8.6%
39) CC(C)(CNc1ccc([N+](=O)[O-])cc1Cl)CNS(C)(=O)=O
→ -4.0%	-6.0%	-3.5	-3.3%	-23.1%	-2.7%	7.5%	-5.2%	1.0%
40) COc1ccccc1N1CCN(C2CCCN(C(=O)CCc3ccccn3)C2)CC1 (stereo not drawn)
→ 5.3%	-4.4%	-12.6	-2.4%	-4.1%	1.3%	8.5%	-3.5%	1.6%
41) COc1ccc(CN2CCN(C(=O)C3CCC(CNS(=O)(=O)c4ccccc4)CC3)CC2)c(OC)c1OC (stereo not drawn)
→ -5.2%	3.2%	1.1	-7.4%	-22.9%	-3.0%	17.9%	-1.8%	-7.7%
42) CC(=O)Nc1ccc2nc(SCc3ccccc3)sc2c1
→ i	·	·	-19.2%	?	-4.5%	18.1%	-3.7%	-1.7%
43) O=C(NCc1ccccc1)c1ccc(/C=N/O)nc1
→ 0.9%	-4.4%	3.7	-16.6%	-11.7%	1.9%	18.9%	-4.0%	13.1%
44) Cc1cc(Cl)nc(NC(=O)Nc2cccc(Cl)c2)n1
→ i	-14.5%	-4.6	-0.4%	-6.8%	-10.1%	25.0%	1.7%	21.7%

Of the compounds above, these contain a thiophene ring, fused or not.
Results follow in this order: PGK inhibitor	APE1 inh	RXFP1 antag	POLH inh	Anesthetic bind	BLM inh	Pol iota inh	POLK inh	POLB inh
13) O=C(N/N=C/c1cccs1)c1c[nH]c2ccccc12
→ -2.5%	2.0%	0.0	-9.4%	-8.6%	-7.4%	16.7%	-12.1%	?
28) COCCN(C(=O)c1sc2ccccc2c1Cl)c1c(N)n(CC(C)C)c(=O)[nH]c1=O
→ 7.0%	-0.7%	6.3	-1.7%	·	·	16.0%	-13.1%	·
